Compound activity: PubChem, National Center for Advancing Translational Sciences (NCATS)
ERK AVP inh – vasopressin-driven ERK pathway inhibition | HEK293-V1b, vasopressin-stimulated pERK AlphaScreen | Potency, µM (highest dose often 57.5 µM), inactives show top-dose activity, negative = inhibition, actives largely listed as inhibitors | actives 0.99% (n = 72,000) | AID 995; further: potency means the concentration at half of the fitted maximal effect; on the % scale 0 is the no-effect control and ±100 the full control effect; nearly all actives have a fitted effect of over 55% in size
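V1b-HEK293 cells; cpd 30 min 37C; 25 nM vasopressin 5 min; lyse 10 min; AlphaScreen beads 5 hr RT. Normalized to DMSO basal and 25 nM vasopressin; AC50 by Hill fit.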
Luciferase inh – firefly luciferase inhibition. P08659. purified firefly luciferase, luminescence, 8 min. Potency, µM (doses to about 57.1 µM), for the others: at the top dose activity change, negative = inhibition, hits mostly inhibitors. actives 2.2% (n = 72,000). AID 411; further: potency means the concentration at half of the fitted maximal effect; on the % scale 0 is the no-effect control and ±100 the full control effect; nearly all actives have a fitted effect of over 40% in size
Target sequence (P08659 whole entry, looked up): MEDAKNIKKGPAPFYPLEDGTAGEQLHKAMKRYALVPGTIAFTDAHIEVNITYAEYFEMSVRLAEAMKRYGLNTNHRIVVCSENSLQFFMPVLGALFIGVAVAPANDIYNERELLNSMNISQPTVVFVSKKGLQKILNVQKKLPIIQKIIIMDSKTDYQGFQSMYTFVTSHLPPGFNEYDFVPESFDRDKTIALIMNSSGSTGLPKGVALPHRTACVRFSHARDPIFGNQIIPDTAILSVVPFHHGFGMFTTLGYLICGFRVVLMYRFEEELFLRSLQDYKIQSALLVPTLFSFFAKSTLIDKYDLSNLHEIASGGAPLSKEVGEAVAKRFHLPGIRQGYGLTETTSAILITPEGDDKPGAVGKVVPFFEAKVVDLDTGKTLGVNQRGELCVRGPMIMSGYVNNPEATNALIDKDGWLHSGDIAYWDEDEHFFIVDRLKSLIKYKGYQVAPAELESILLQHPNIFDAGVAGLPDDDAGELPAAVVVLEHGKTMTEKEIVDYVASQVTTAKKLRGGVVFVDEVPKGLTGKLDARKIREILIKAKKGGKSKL
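Here, luciferase activity is measured as luminescence following an 8 min room-temperature reaction at 10 uM ATP, pH 7.2. Every library sample is titrated.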
15-hLO inh – 15-hLO (ALOX15) enzyme inhibition | P16050 | actives 1.4% (n = 74,000) | Potency, µM (doses to about 57.1 µM), inactives show at the top dose activity change, negative = inhibition, most hits filed as inhibitors | AID 887 | purified 15hLO-1, xylenol orange hydroperoxide absorbance; further: potency means the concentration at half of the fitted maximal effect; on the % scale 0 is the no-effect control and ±100 the full control effect; nearly all actives have a fitted effect of over 55% in size
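Purified human 15hLO-1 (40 nM) in 25 mM Hepes pH 7.5, 0.01% Triton X-100, preincubated 15 min RT with compound, then 50 uM arachidonic acid for 6 min. Hydroperoxide read by ferrous/xylenol orange, 30 min; 573/405 nm absorbance ratio gave progress.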
Pol III holo inh – blocks replication by bacterial DNA polymerase III holoenzyme. reconstituted DNA polymerase III holoenzyme replication, biochemical. Potency, µM (series often up to 57.1 µM), inactives show top-dose activity change, negative = inhibition. actives 0.25% (n = 71,000). AID 603; further: potency means the concentration at half of the fitted maximal effect; on the % scale 0 is the no-effect control and ±100 the full control effect
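Reconstituted *E. coli* holoenzyme (0.35 nM Pol III, 1 nM beta, 154 nM SSB, 2 nM primase) was preincubated with compound for 15 min at RT. Synthesis on 1.4 nM ssM13Gori ran 35 min, then was stopped with PicoGreen/EDTA and read as dsDNA fluorescence.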
Hsp90 Hop PPI – changes Hsp90-Hop TPR2A binding signal, up or down | Potency, µM (doses to about 57 µM), without a hit: at the top dose activity change, negative = inhibition | actives 0.44% (n = 71,000) | AlphaScreen TPR2A-His6 binding biotin-Hsp90 C-terminal peptide | AID 595; active means well fitted curve in either direction with a large enough effect; inconclusive means small, poorly fitted or top-dose-only effect, or another doubt; further: potency means the concentration at half of the fitted maximal effect; on the % scale 0 is the no-effect control and ±100 the full control effect; many of its hits are not listed in these tables
Tau filament bind – tau filament binding | P10636 | recombinant tau filaments, thioflavin S fluorescence, 15 h; filaments grown with octadecylsulfate alongside compound | Potency, µM (highest dose often 57.1 µM), without a hit: at the highest dose activity change, negative = inhibition | actives 2% (n = 71,000) | AID 596;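 further: potency means the concentration at half of the fitted maximal effect; on the % scale 0 is the no-effect control and ±100 the full control effect; actives lower thioflavin S fluorescence by blocking filaments or displacing dye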
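Assay mix: 1 uM His-tagged tau, 30 uM sodium octadecylsulfate, thioflavine S dye in HEPES/NaCl/DTT buffer. Compound is added prior to the inducer. Fluorescence after 15 h at 37 C.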
CRE Fsk mod – CRE-bla signaling modulation under forskolin stimulation | CHO CRE-bla reporter (cAMP response element driving beta-lactamase), forskolin EC10, beta-lactamase ratio | actives 2.5% (n = 71,000) | Potency, µM (doses to about 38.2 µM), inactives show at the highest dose activity change, negative = inhibition, usual class: activators; active means well fitted activation curve with a large enough effect in the signal ratio, with a control signal flat, not every such curve was filed as active; inconclusive means small, poorly fitted or top-dose-only effect, or effect the other way, or a change in a side signal; the % refers to the signal ratio; further: potency means the concentration at half of the fitted maximal effect; % of control where 0% means no effect
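AC50 values, positive or negative, reflect shifts in EC10 NKH 477-induced CRE-bla reporter activity in CHO cells. Incubation lasted 3 h at 37 °C before CCF4 substrate (2 h, room temperature) and ratiometric 460/530 nm reading.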
UbGFP stabilizer – ubiquitin-GFP accumulation via proteasome inhibition; Ubiquitin-GFP reporter cells, proteasome inhibition, GFP fluorescence; response scale: untreated = 0%, 10 µM MG-132 = 100%; Potency, µM (doses to about 45.9 µM), inactives show top-dose activation (GFP accumulation), actives largely listed as activators; 67,000 tested, under 10 active; active means well fitted activation curve with a large enough effect, not every such curve was filed as active; inconclusive means small, poorly fitted or top-dose-only effect, or another doubt; inactive means no such curve, though single readings can be large or run the other way; further: potency means the concentration at half of the fitted maximal effect
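U2OS Ub(G76V)-GFP reporter; O/N plating, 0.5% FBS; cpd 46 uM–2.9 nM, 4 h, 37 °C; GFP+ cell count, 488/515 nm; norm. to basal vs 10 uM MG-132; CRC fit.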
GFP derepression – epigenetic modulators derepressing GFP locus in mouse cells; mouse C127i GFP locus derepression, cytometry, 30 h; Potency, µM (series often up to 46.1 µM), inactives show at the highest dose GFP derepression (activation); actives 0.09% (n = 68,000); AID 597; further: % of control where 0% means no effect
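Derepression screen: silenced CMV-GFP reporter in murine C127i cells, 30 h compound incubation at 37 C, washed cells imaged by laser-scanning cytometer to enumerate GFP-expressing objects of 20 to 120 um.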
HBB splice mod – modulators of hemoglobin beta chain splicing; AID 925; Potency, µM (doses to about 46.1 µM), for inactives: at the top dose activation, hits mostly activators; HBB splicing reporter cell assay, activation; EGFP reporter with mutant IVS2-654 intron; response scale: normalised to 500 nM splice-correcting PNA; actives 0.06% (n = 65,000); further: potency means the concentration at half of the fitted maximal effect; 0% is about no effect
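HeLa cells stably expressing EGFP interrupted by mutant beta-globin intron 2 (IVS2-654), 500/well in 2% FCS. Treated with compound for 2 days at 37C. Splicing correction scored as total well GFP intensity (488 nm excitation, 500-520 nm emission); 500 nM antisense PNA served as control.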
HADH2 inh – HADH2 (human) dehydrogenase inhibition; Q99714; recombinant HADH2, NADH fluorescence, beta-hydroxybutyryl-CoA; Potency, µM (highest dose often 57.1 µM), for the others: at the top dose activity change, negative = inhibition, usual class: inhibitors; actives 3.4% (n = 73,000); further: potency means the concentration at half of the fitted maximal effect; on the % scale 0 is the no-effect control and ±100 the full control effect; nearly all actives have a fitted effect of over 60% in size; many of its hits are not listed in these tables
Target sequence (Q99714 whole entry, looked up, one chain of several): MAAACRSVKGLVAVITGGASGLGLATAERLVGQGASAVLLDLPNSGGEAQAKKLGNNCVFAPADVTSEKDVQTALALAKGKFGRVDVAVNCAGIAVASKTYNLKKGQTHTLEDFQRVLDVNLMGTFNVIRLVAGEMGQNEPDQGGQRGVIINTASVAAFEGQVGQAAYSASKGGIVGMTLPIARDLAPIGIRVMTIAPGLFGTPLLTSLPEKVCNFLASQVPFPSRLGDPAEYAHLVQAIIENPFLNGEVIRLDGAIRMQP
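E. coli-expressed His-tagged HADH2 tested at 20 nM in alkaline Tris buffer (pH 9.0); oxidation of 90 uM beta-hydroxybutyryl-CoA with 1 mM NAD+ tracked fluorimetrically for 4 min.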
An asterisk follows results filed as active; i = inactive; u = inconclusive; x = not tested or not shown; [ ] = another dose, or the depositor's remark. Unless noted, the call rests on the fitted dose curve; in most records, active means well fitted curve in the direction sought with a large enough effect; inconclusive means small, poorly fitted or top-dose-only effect, or another doubt; inactive means no such curve, though single readings can be large; an effect the other way counts as inactive or inconclusive. These rows are one share of the data (hit frequency here may not be typical).

entry	Structure	ERK AVP inh	Luciferase inh	15-hLO inh	Pol III holo inh	Hsp90 Hop PPI	Tau filament bind	CRE Fsk mod	UbGFP stabilizer	GFP derepression	HBB splice mod	HADH2 inh
1	COC(=O)c1ccc(S(=O)(=O)c2ccc(C(=O)OC)s2)s1	-2%	2%	-5%	-3%	0%	9%	-2%	9%	0%	-0.7%	0%
2	NC(=S)c1ccc(C(N)=S)o1	-1%	0%	-25%	-4%	-8%	-5%	-1%	-1%	3%	-0.2%[57.5 µM]	u
3	O=[N+]([O-])c1ccc(CS(=O)Cc2ccccc2)cc1 (centres undefined)	5%[11.5 µM]	4%[11.4 µM]	-3%[11.4 µM]	-4%[11.4 µM]	-4%[11 µM]	0%[11.4 µM]	0%[7.6 µM]	5%[9.17 µM]	0%[9.22 µM]	2.2%[9.22 µM]	-3%[11.4 µM]
4	C=CCOc1cccc(C2/C(=C(/O)c3ccc(C)cc3)C(=O)C(=O)N2CCN2CCOCC2)c1 (centres undefined)	5%	1%	-4%	-7%	1%	-9%	4%	8%	-5%	2.9%[1.84 µM]	-9%
5	CCC(=O)N1CCc2cc(S(=O)(=O)NCCN3CCCCC3CC)ccc21 (centres undefined)	-6%	0%	6%	-28%	-3%	-5%	u	10%	6%	-0.3%	1%
6	O=C(CCC(=O)c1cccs1)Nc1ccccc1F	13%	-2%	11%	6%	u	-3%	-4%	-1%	1%	-2.6%	3%
7	O=C1C(=O)N(CCCn2ccnc2)C(c2cccnc2)/C1=C(/O)c1ccc(Cl)cc1 (centres undefined)	-17%	1%	17%[11.4 µM]	-3%[11.4 µM]	u	3%[11.4 µM]	-6%[7.6 µM]	-6%[9.17 µM]	2%	-0.8%[0.0738 µM]	3%[11.4 µM]
8	COC(=O)[C@H]1C[C@@H]1[C@H](NC(=O)c1ccccc1)c1ccccc1	-4%	x	x	1%	-5%	8%	1%	x	x	0.0%	7%
9	O=C(CSc1nnc(-c2ccccc2)n1Cc1ccco1)Nc1ccc2c(c1)OCCO2	-8%	-1%	-8%	2%	-8%	0%	-11%	0%	2%	-0.2%[57.5 µM]	-7%
10	COc1ccc(Oc2ncc3ncc(=O)n(CCC#N)c3n2)cc1	-18%	1%[11.4 µM]	-8%	-10%	-2%	21%	u	-6%	3%[9.22 µM]	0.0%	-1%
11	CN1CCN(C(=O)N2c3ccccc3C=Cc3ccccc32)CC1	-7%	-3%	9%	-3%	-7%	6%	1%	0%	0%	0.4%	-11%
12	O=c1oc2ccccc2n1CSC1=NCCS1	-2%	4%	0%	3%	-5%	-10%	u	4%	0%	-0.3%[57.5 µM]	-4%
13	COCCn1nnnc1CN1C2CCCC1CC(NC(C)=O)C2 (centres undefined)	17%	2%	11%	1%	-2%	1%	-12%	0%	-3%	0.0%[57.5 µM]	-9%
14	CC(Nc1nc(N2CCN(S(C)(=O)=O)CC2)nc2ccccc12)c1ccccc1 (centres undefined)	7%	1%	-6%	-1%	1%	61%	10%	7%	0%	-1.0%	186%[activator]
15	CC(C)(C)OC(=O)N1CC2Cc3[nH]c(=O)ccc3C(C2)C1 (centres undefined)	-10%	-3%	4%	0%	-6%	-2%	u	12%	-4%	-1.3%	-1%

Two records drawn at random from those above, as already listed:
entry	Structure	ERK AVP inh	Luciferase inh	15-hLO inh	Pol III holo inh	Hsp90 Hop PPI	Tau filament bind	CRE Fsk mod	UbGFP stabilizer	GFP derepression	HBB splice mod	HADH2 inh
13	COCCn1nnnc1CN1C2CCCC1CC(NC(C)=O)C2 (centres undefined)	17%	2%	11%	1%	-2%	1%	-12%	0%	-3%	0.0%[57.5 µM]	-9%
6	O=C(CCC(=O)c1cccs1)Nc1ccccc1F	13%	-2%	11%	6%	u	-3%	-4%	-1%	1%	-2.6%	3%

Further entries
entry	Structure	ERK AVP inh	Luciferase inh	15-hLO inh	Pol III holo inh	Hsp90 Hop PPI	Tau filament bind	CRE Fsk mod	UbGFP stabilizer	GFP derepression	HBB splice mod	HADH2 inh
16	CN(C)c1ccc(-c2nc(NC3CCNCC3)c3ccccc3n2)cc1	-3%	-1%[2.29 µM]	-10%	u	-7%	i	u	3%	9%[9.22 µM]	u	-8%
17	C=CCSc1nc2ccccc2c(=O)[nH]1	x	-2%	-2%	-1%	1%	-10%	u	-2%	x	0.1%	-5%
18	Cc1cccc(-n2ccnc2SCC(=O)Nc2ccc3c(c2)OCCO3)c1	-18%	-1%	4%	-1%	u	-5%	-4%	5%	4%	-0.9%	-2%
19	CCc1cc2c(NCC3CCCO3)ncnc2s1 (centres undefined)	9%	3%	0%	-7%	1%	7%	19%	1%	-2%	x	-2%
20	COc1ccccc1C1CC(c2ccc(F)cc2)Nc2ncnn21 (centres undefined)	-10%	-2%	1%	-9%	-2%	1%	u	-2%	2%	0.4%[0.369 µM]	1%
21	O=C(c1ccc(F)cc1)c1cc2ccccc2o1	35%[activator]	-18%	3%[11.4 µM]	-9%[11.4 µM]	3%[11 µM]	-2%[11.4 µM]	-3%[7.6 µM]	-10%[9.17 µM]	0%	-5.2%[0.0738 µM]	-5%[11.4 µM]
22	CCN(CC)C(=O)C1CCCN(Cc2ccc(F)c(F)c2)C1 (centres undefined)	-9%	2%	5%	0%	-3%	-3%	-8%	-1%	3%	6.2%	4%
23	Cc1cc(S(=O)(=O)N(Cc2ccc3c(c2)OCO3)CC2CCCO2)ccc1-n1cnnn1 (centres undefined)	4%	1%	-2%	-3%	-3%	-7%	7%	2%	0%	x	9%
24	CCOc1ccccc1N1CCN(C(=O)Nc2cccc(Cl)c2)CC1	u	-2%	-7%	-1%	0%	-22%	-14%	6%	4%	-1.1%	7%
25	COc1ccccc1-c1nccc(N2CCN(C)CC2)n1	7%	2%[2.29 µM]	11%	-4%	-6%	1%	-12%	-4%	-3%[9.22 µM]	1.4%	12%
26	CCOC(=O)c1[nH]c2ccc(Br)cc2c1NC(=O)CCN1CCCCC1	7%	0%	-9%	-1%	-1%	4%	7%	-1%	-2%	0.0%[1.84 µM]	-20%
27	Cc1ccc(S(=O)(=O)n2c3ccccc3c3nnc(C(=O)c4ccccc4)nc32)cc1	11%[11.5 µM]	-2%[11.4 µM]	0%[11.4 µM]	x	x	x	x	x	x	1.2%[9.22 µM]	10%[11.4 µM]
28	CCOc1ccc(OCC)c(NC(=O)CN2CCC(NC(=O)c3cccc(F)c3)CC2)c1	-4%	0%	3%	4%	-7%	-17%	23%	-2%	9%	-0.2%[57.5 µM]	-5%
29	Cc1ccc(-n2c3c(cc(C(=O)NC4CCSC4=O)c2=O)C(=O)CC(C)(C)C3)cc1 (centres undefined)	-4%	2%	1%[11.4 µM]	-1%[11.4 µM]	-3%[11 µM]	4%[11.4 µM]	u	6%[9.17 µM]	-2%	-3.6%[0.0738 µM]	-10%[11.4 µM]
30	O=C(CSc1nnc(Cc2ccccc2)o1)N1CCCc2ccccc21	-4%	0%	-10%	0%	4%	3%	-3%	3%	-1%	x	u
31	O=C(Nc1cccc(F)c1)N1CC[C@@]2(CCCN(C(=O)c3csnn3)C2)C1	-18%	0%[11.4 µM]	8%	-8%	-2%	10%	2%	-2%	5%[9.22 µM]	-0.5%	13%
32	Cc1ccc(C2c3c(oc4cc(C)c(C)cc4c3=O)C(=O)N2CCCN2CCOCC2)cc1 (centres undefined)	x	0%	-2%	-2%	1%	u	u	-1%	x	-0.7%	-6%
33	O=C(NCc1cccnc1)C1CCN(S(=O)(=O)c2cccnc2)CC1	-8%	3%	6%	1%	-2%	-2%	u	1%	0%	5.7%	3%

4 compounds from above, ordered by the number in Luciferase inh, lowest first.
| # | compound | Luciferase inh |
| --- | --- | --- |
| 17 | C=CCSc1nc2ccccc2c(=O)[nH]1 | -2% |
| 18 | Cc1cccc(-n2ccnc2SCC(=O)Nc2ccc3c(c2)OCCO3)c1 | -1% |
| 26 | CCOC(=O)c1[nH]c2ccc(Br)cc2c1NC(=O)CCN1CCCCC1 | 0% |
| 33 | O=C(NCc1cccnc1)C1CCN(S(=O)(=O)c2cccnc2)CC1 | 3% |
